Source: PubChem (Columbia University Molecular Screening Center)
Htt clearance: mutant huntingtin protein clearance; inhibition, % at 1.5 µM; HeLa Exon1htt(103Q)mCFP, aggregate imaging; zero = plate's median compound well; 47,000 compounds, 0.42% hits;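 active = inhibition of aggregate fluorescence above about 70%, also judged a hit by eye on the cell image, limit read from the data, passing the limit was not always enough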;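 note: cells exposed to compound for three days before fixation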
Htt clearance grain fraction: further read-out of Htt clearance, marked with its call; fraction fluorescence in grains; measured here: aggregate grain fluorescence fraction; active compounds read low;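 scaled fraction of total cell fluorescence in grains with unit not stated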
* = called active by the depositor. These rows are one share of the data; count on the stated rates, not on these rows.

SMILES	Htt clearance	Htt clearance grain fraction
O=C1CCC(=O)N1c1nc2nc(-c3ccccc3)cc(=O)n2[nH]1	-24	25
CC(OC(=O)c1cccs1)C(=O)NCc1ccco1 (stereo not drawn)	20	18
COC(=O)CN1C2(C#N)CCCCC2CC2CCCCC21C#N (stereo not drawn)	9	39
Cc1nnc(NC(=O)CSc2cn(Cc3ccccc3)c3ccccc23)s1	8	44
O=C(c1c[nH]c2ccccc12)C(O)C(c1ccccc1)N1CCOCC1 (stereo not drawn)	-67	30
Cc1cc(C)c2cc(C#N)c(SCC(=O)NCC3CCCO3)nc2c1 (stereo not drawn)	-38	41
NC(=O)CSc1nnc(Cc2csc(Nc3ccc(F)cc3)n2)n1Cc1ccccc1	20	14
CCS(=O)(=O)Nc1cc(C(=O)OC)ccc1C(=O)OC	-46	33
Cc1cc(C)c2c(=O)c3c(oc2c1)C(=O)N(CCO)C3c1cccc(O)c1 (stereo not drawn)	-29	52
CS(=O)(=O)N1CCN(c2ccccc2F)CC1	-11	22
CSc1ccccc1C(=O)Nc1cccc(C(C)=O)c1	-13	26
C=CCc1ccccc1OCC(O)CN1CCN(c2ccc(C)cc2)CC1 (stereo not drawn)	39	20
O=C(COC(=O)C1COc2ccccc2O1)NC(=O)NC1CCCC1 (stereo not drawn)	9	31
Cc1ccc(NC(=O)CC2C(=O)NC3CCCCC3N2C(=O)c2ccc(F)cc2)cc1C (stereo not drawn)	-112	40
Cc1ccc(OCC(=O)NCCN2CCOCC2)cc1C	-11	44
CCOc1ccccc1NC(=O)C1CCCCN1S(=O)(=O)c1ccc(F)cc1 (stereo not drawn)	-394	159
Cc1ccc(S(=O)(=O)n2nc(OC(=O)c3c(-c4ccccc4Cl)noc3C)cc2N)cc1	-32	52
COc1ccc(NC(=O)CS(=O)CC(=O)Nc2cc(Cl)ccc2OC)cc1 (stereo not drawn)	1	19
O=C(c1ccc(-c2ccccc2)cc1)N1CCN(C(=O)c2ccco2)CC1	12	15
c1ccc(CSCc2cn3ccsc3n2)cc1	37	13

Brought forward from above: two compounds; new compounds follow.
SMILES	Htt clearance	Htt clearance grain fraction
O=C(c1ccc(-c2ccccc2)cc1)N1CCN(C(=O)c2ccco2)CC1	12	15
c1ccc(CSCc2cn3ccsc3n2)cc1	37	13
CCCCN=Cc1sc2ccc(OCC)cc2c1O	27	14
CCOC(=O)c1[nH]c(C)c(/C(O)=C2\C(=O)C(=O)N(CCN(C)C)C2c2ccc(C)o2)c1C (stereo not drawn)	38	13
CSCC[C@H](NC(=O)NCc1ccccc1F)C(=O)O	10	18
CCOCCCNC(=O)c1ccccc1SC	18	17
CCOC(=O)C1=C(N)Oc2cc(C)oc(=O)c2C1c1cccnc1 (stereo not drawn)	-2	34
COc1ccc(NC(=O)C(CC(C)C)NC(=O)c2ccccc2C)cn1 (stereo not drawn)	-38	30
O=C(Nc1ccc(F)cc1F)c1cc2n(n1)C(C(F)(F)F)C1CCCCC1N2 (stereo not drawn)	34	14
COc1ccc(-c2c(C#N)c(N)nc3c2c(=O)n(C)c(=O)n3C)cc1	45	11
COC(=O)CCCCCc1ccc(C(C)=O)s1	-6	21
CCCCOc1ccc(CSC(CC(=O)O)C(=O)O)cc1 (stereo not drawn)	32	14
COc1cc(C=O)c(Br)cc1OC1CCCC1	-13	26
CCOC(=O)c1sc2nc(CC(=O)OC)nc(NCC(=O)OC)c2c1C	24	25
CC(C)NC(=O)c1nc2ccccc2s1	-26	23
Cc1cccc(N2C(=O)CCC2=O)c1	-23	24
c1ccc2c(c1)nc1n2CCS1	16	29
O=S(=O)(c1ccc2c(c1)OCCO2)N1CCC(n2cnc3cc(F)ccc32)CC1	0	28
O=S(=O)(NC1CC1)c1ccc(S(=O)(=O)N2CCc3ccccc32)cc1	-12	20
Cc1ccc(OC(=O)CCc2c(C)nc3ncnn3c2C)cc1	35	14
CCCNc1nc(C)c(C(C)=O)cc1C#N	18	26
Cc1cccn2cc(CNC(=O)c3ccco3)nc12	-88	37
C=CCON1C(=O)c2ccccc2C1=O	15	18
CC12CCC(C(=O)N(CSC(=S)N/N=C\c3ccccc3Cl)C1=O)C2(C)C (stereo not drawn)	12	17
C=CCn1c2ccccc2c2nnc(SCc3ccc4nonc4c3)nc21	14	34
O=C(c1cc2ccccc2oc1=O)N(Cc1cccs1)Cc1cccs1	-28	23
O=C(Cc1cccs1)Nc1cccc(C(=O)Nc2ccco2)c1	-28	25
COc1cc(NC2c3ccccc3C(=O)N2c2cc(C)ccn2)cc(OC)c1OC (stereo not drawn)	25	28
FC(F)(F)c1cc(-c2cccs2)nc(N2CCOCC2)n1	40	10
N#Cc1c(-c2ccco2)cc(-c2ccc(F)cc2)nc1N	-18	38
CCCOC(=O)Nc1sc2c(c1C(=O)OCC)CCC2	24	14
CCOC(=O)c1cnc(-n2cc(C)cn2)nc1Nc1ccccc1OCC	-11	24
CCn1nnnc1SCC(=O)Nc1ccc2c(c1)OCO2	-47	29
CCn1nnnc1SCC(=O)N1CCCc2ccccc21	11	18
COc1ccccc1C(=O)NCC1CCN(c2ccc(S(=O)(=O)N3CCOCC3)cc2)CC1	-94	34
CCOC(=O)C1CCCN(CCC(C)c2ccccc2)C1 (stereo not drawn)	-47	30
COc1ccc(Br)cc1CNC(=O)CCc1nc(-c2ccc(C)cc2)no1	19	15
CCCCCC(=O)Nc1ccc(Cl)cn1	-7	37
COc1ccc(NS(=O)(=O)c2ccc(NC(=O)C(C)(C(F)(F)F)C(F)(F)F)cc2)nn1	-30	27
O=C(Nc1nc2ccccc2[nH]1)c1ccccc1	20	17
COc1cc(CN2CCN(C(=O)CC(C)C)CC2)cc(OC)c1OC	0	20
Cc1nn(-c2ccccc2)c2sc(C(=O)NNC(=O)COc3cccc4ccccc34)cc12	-69	52

3 entries already listed, ordered by SMILES length, low to high:
SMILES	Htt clearance	Htt clearance grain fraction
Cc1cccn2cc(CNC(=O)c3ccco3)nc12	-88	37
Cc1cc(C)c2cc(C#N)c(SCC(=O)NCC3CCCO3)nc2c1 (stereo not drawn)	-38	41
Cc1cc(C)c2c(=O)c3c(oc2c1)C(=O)N(CCO)C3c1cccc(O)c1 (stereo not drawn)	-29	52

Following part
SMILES	Htt clearance	Htt clearance grain fraction
O=C(Nc1ccc(N2CCOCC2)cc1)c1cccc(S(=O)(=O)N2CCCC2)c1	-4	20
Cc1cc(NC(=O)C2CCCC2)nc2c1c(=O)oc1ccccc12	3	22
CC(C)(C)c1ccc(-c2noc(CCC(N)=O)n2)cc1	33	13
COc1cccc(C(=O)Nc2cccc(C(=O)N3CCOCC3)c2)c1	-12	24
COc1cccc(CNC(=O)c2ccc3nc[nH]c3c2)c1	23	28
CSCC[C@@H](Nc1nc(-c2ccccc2)nc2c1oc1ccccc12)C(=O)O	33	31
COc1ccc(N2CCN(C(=O)Nc3cccc(C(F)(F)F)c3)CC2)cc1	11	25
CCOc1ccccc1N1CCN(C(=O)c2ccccc2)CC1	2	16
O=C(CSc1nnc(-c2cnccn2)n1Cc1ccco1)c1ccc2ccccc2c1	19	31
O=C(Nc1ccccc1F)c1ccc(COc2ccc(Cl)cc2Cl)o1	54	7.6
COc1cccc(NC(=O)C2C3C=CC4(O3)C2C(=O)N(C(C)C)C4C(=O)NC2CCCCC2C)c1 (stereo not drawn)	48	9.3
CCOC(=O)C1=C(C)NC(C)=C(C(=O)OCC)C1C(=O)OCC(=O)N1c2ccccc2CC1C (stereo not drawn)	48	12
Cc1cc(=O)n2[nH]c(C)c(-c3ccccc3)c2n1	60	8.1
CC(=O)c1ccc(OCC(O)CN(C)Cc2cccs2)cc1 (stereo not drawn)	-12	43
Cc1ccc(/C=c2\sc3nc(-c4cccs4)nn3c2=O)o1	6	19
COc1cc(C(=O)O/N=C2\CCCc3c2ccc(OC)c3[N+](=O)[O-])cc(OC)c1OC	-38	55
Cc1ccc(-c2nc3cnccn3c2Nc2c(C)cccc2C)o1	-2	50
Nc1ncnc(Nc2ccccc2C(F)(F)F)n1	55	8.5
O=C(N1CCOCC1)N1CCN(C(c2ccccc2)c2ccccc2)CC1	7	33
CC(C)C(NC(=O)c1ccco1)C(=O)NCC(c1ccco1)N1CCCCC1 (stereo not drawn)	6	41
COc1ccc(C2=Nc3ccccc3OC2)cc1	8	18
S=c1[nH]nc(Cc2cccc3ccccc23)n1-c1ccccc1	-45	34
N#CC1(c2ccccc2)CCCN1C(=O)c1ccccc1Br (stereo not drawn)	6	19
O=C(NCc1ccco1)c1cc2n(n1)C(C(F)(F)F)CC(c1ccc(F)cc1)N2 (stereo not drawn)	55	7.5
O/N=C(\COc1ccccc1O)c1ccccc1	-7	46
O=C(c1ccc(Cl)cc1)c1ccc(OCC(O)CN2CCOCC2)cc1 (stereo not drawn)	-23	23
COc1ccc(C2CC(c3ccc(Cl)cc3Cl)Nc3nc(N)nn32)cc1 (stereo not drawn)	-26	39
CCn1c(CSc2nc3ccccc3s2)nnc1SCC(N)=O	-37	55
Clc1ccc(-c2noc(CN3CCCC3)n2)cc1	24	14
O=C1C(=C(O)c2ccccc2)C(=O)c2ccccc21	-17	47
Cc1ccccc1-c1nnc(SCC(=O)NCc2ccc3c(c2)OCO3)n1C	29	14
Cc1ccc2nc(C3CCCN(C(=S)Nc4ccccc4C)C3)[nH]c2c1 (stereo not drawn)	-5	31
COc1cccc(NC2=NCC(=O)N2Cc2cccs2)c1	0	44
C=CCn1c(-c2cccc(OC)c2)nc2nc3ccccc3nc21	41	21
COc1ccc(N(C(C)C(=O)NCc2ccco2)S(C)(=O)=O)cc1 (stereo not drawn)	-21	41
COC(=O)c1ccc(C(=O)OC)c(NC(=O)CSc2nnc(-c3ccccc3Cl)o2)c1	-52	30
COc1ccc(OC)c(S(=O)(=O)N(C)CC(=O)N2CCc3ccccc3C2)c1	-57	30
CCOc1ccc(NC(=O)CN2CCN(CC(=O)Nc3ccc(F)c(F)c3)CC2)cc1	-87	31
CC1CCCN(S(=O)(=O)c2cc(Cl)ccc2Cl)C1 (stereo not drawn)	-2	20
COc1ccc(C2CC3CC(c4ccccc4)N2O3)cc1 (stereo not drawn)	-37	48

Some values from the list:
Htt clearance with Cc1cc(NC(=O)C2CCCC2)nc2c1c(=O)oc1ccccc12 → 3
Htt clearance grain fraction with Cc1cc(=O)n2[nH]c(C)c(-c3ccccc3)c2n1 → 8.1
Htt clearance grain fraction with COc1ccccc1C(=O)NCC1CCN(c2ccc(S(=O)(=O)N3CCOCC3)cc2)CC1 → 34
Htt clearance grain fraction with CC(C)NC(=O)c1nc2ccccc2s1 → 23
Htt clearance grain fraction with CCOc1ccccc1N1CCN(C(=O)c2ccccc2)CC1 → 16
Htt clearance with O=C(NCc1ccco1)c1cc2n(n1)C(C(F)(F)F)CC(c1ccc(F)cc1)N2 (stereo not drawn) → 55
Htt clearance with Cc1cccn2cc(CNC(=O)c3ccco3)nc12 → -88

Next results.
SMILES	Htt clearance	Htt clearance grain fraction
Clc1ccc(CSc2nnc(NC3=NCCCCC3)s2)cc1	-87	33
O=c1c2ccccc2nc(SCc2cc(F)cc3c2OCOC3)n1Cc1ccco1	-81	37
COc1cccc(-c2noc(CCC(=O)NC3CCCCC3)n2)c1	-72	31
COC(=O)CCn1nnc(-c2ccc(C(C)C)cc2)n1	6	33
CCOC(=O)c1sc(C)c(C(=O)NCCCN2CCOCC2)c1N	24	26
Clc1ccc(SCCn2cncn2)cc1	18	14
COC(=O)c1ccc(OCC(=O)c2ccccc2)cc1	40	12
CCCCOC(=O)Cn1c(=O)n(CC(=O)OCCCC)c2ccccc21	32	12
COc1ccc(CCNC(=O)CN(c2ccc(OC)c(OC)c2)S(C)(=O)=O)cc1OC	47	9.9
CC(C)Cn1c(CN2CCCCC2C)nc2c1c(=O)n(C)c(=O)n2C (stereo not drawn)	-37	42
CN1c2ccsc2C(O)=C(C(=S)Nc2ccccc2)S1(=O)=O	51	18
CCC(=O)N1CCN=C1SCc1ccccc1	4	46
N#C/C(C(=O)Oc1ccccc1)=C1/Nc2ccccc2-c2ccccc21	-28	51
CCN1C(=O)Cc2cc(S(=O)(=O)N3CCOCC3)ccc21	-47	28
CC1(Cc2ccc3c(c2)OCO3)NC(=O)NC1=O (stereo not drawn)	-4	36
COc1ccc(S(=O)(=O)N2Cc3ccccc3CC2C(=O)Nc2ccc(O)cc2)cc1OC (stereo not drawn)	33	22
Cn1c(CNc2ccc(Cl)cc2)nc2ccccc21	9	18
CCOC(=O)c1cc2c(s1)-c1c(C)cccc1OC2	-5	43
CCOC(=O)C1CCN(C(=O)C2CCCCC2)CC1	-30	24
O=C(CSc1nnc(Cc2cc(=O)[nH]c(=O)[nH]2)n1-c1ccc(F)cc1)N1CCCCC1	20	39
CCn1nc(C)c(NC(=O)/C=C/c2cnn(C)c2)c1C	30	27
Cc1cccc2cc(C#N)c(SCC(=O)N3CCC(C)CC3)nc12	-4	19
CCOC(=O)c1ccc(Nc2c(CC)c(C)nc3ncnn23)cc1	5	16
C1=CN2CCC1C(c1ccccc1)C2 (stereo not drawn)	-1	20
Cc1ncoc1C(=O)Nc1cccc(Cl)c1C	10	17
CC(C)CCNC(=O)C(c1cccs1)N(CC1CCCO1)C(=O)Cn1nnc2ccccc21 (stereo not drawn)	-10	18
CC(=O)Nc1ccc(S(=O)(=O)NC(CC(=O)NC2CCCCC2C)C(C)C)cc1 (stereo not drawn)	62	14
Cn1c(=O)[nH]c(=O)c2c1nc(Br)n2CCSc1nnnn1-c1ccccc1	0	43
Cc1nn(C(C)(C)C)c(OC(=O)c2cccs2)c1S(=O)(=O)c1ccccc1	-18	23
COc1ccc(OC)c(-c2cc(C(=O)NCCN3CCOCC3)no2)c1	16	34

4 compounds from above, arranged by their value in Htt clearance, lowest first:
SMILES	Htt clearance	Htt clearance grain fraction
CC(C)CCNC(=O)C(c1cccs1)N(CC1CCCO1)C(=O)Cn1nnc2ccccc21 (stereo not drawn)	-10	18
Cn1c(=O)[nH]c(=O)c2c1nc(Br)n2CCSc1nnnn1-c1ccccc1	0	43
COc1ccc(OC)c(-c2cc(C(=O)NCCN3CCOCC3)no2)c1	16	34
CC(=O)Nc1ccc(S(=O)(=O)NC(CC(=O)NC2CCCCC2C)C(C)C)cc1 (stereo not drawn)	62	14
